# APOBEC3A inh – blocks human APOBEC3A ssDNA deamination; P31941; recombinant A3A, FAM/TAMRA ssDNA deamination fluorescence; inhibition, % at 20 µM; 0.41% of 330,000 active;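 active = at least 40% inhibition at 20 µM here, with at most 30% in a related deaminase screen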;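 also: plate controls were A3A with DMSO for no effect and wells lacking A3A enzyme for full effect; some results filed as inactive read as strong as hits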
# Target sequence (P31941 whole entry, looked up): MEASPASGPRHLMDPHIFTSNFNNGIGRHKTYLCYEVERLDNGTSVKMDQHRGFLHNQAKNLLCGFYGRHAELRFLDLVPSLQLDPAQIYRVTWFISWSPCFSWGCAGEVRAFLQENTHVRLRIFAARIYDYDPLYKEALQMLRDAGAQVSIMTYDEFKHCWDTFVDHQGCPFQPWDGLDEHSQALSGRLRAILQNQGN
# APOBEC3G inh – blocks human APOBEC3G single-stranded DNA deamination. 0.28% of 330,000 active. recombinant A3G, ssDNA deamination FAM/TAMRA fluorescence. Q9HC16. inhibition, % at 20 µM;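 active = inhibition of at least 40% at 20 µM, with no more than 30% in the related APOBEC3A deaminase screen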;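 also: plate controls were DMSO wells with A3G for no effect and wells lacking A3G enzyme for full effect; some compounds called inactive have numbers as strong as hits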
# Target sequence (Q9HC16 whole entry, looked up): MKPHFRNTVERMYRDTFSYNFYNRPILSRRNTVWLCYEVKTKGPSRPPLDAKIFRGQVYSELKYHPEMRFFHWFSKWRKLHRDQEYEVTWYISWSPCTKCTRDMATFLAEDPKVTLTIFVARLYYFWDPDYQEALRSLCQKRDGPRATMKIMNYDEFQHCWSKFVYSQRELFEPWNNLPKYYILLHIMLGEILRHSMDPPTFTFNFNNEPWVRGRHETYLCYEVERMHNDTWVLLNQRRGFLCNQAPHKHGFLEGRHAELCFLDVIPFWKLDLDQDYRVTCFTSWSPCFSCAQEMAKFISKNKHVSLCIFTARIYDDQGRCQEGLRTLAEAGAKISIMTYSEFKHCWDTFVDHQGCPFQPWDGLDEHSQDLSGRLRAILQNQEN
# * hit, by the source's call. A portion of the library; count on the stated rates, not on these rows.
SMILES,APOBEC3A inh,APOBEC3G inh
O=C(CC(NCCc1ccccc1)C(=O)O)Nc1ccc(O)cc1 (stereo not drawn),-2,-4
Cc1cc(C)n(-c2nc(-n3nc(C)cc3C)c3c4c(sc3n2)COC(C)(C)C4)n1,1,-5
Cc1cc(=O)oc2cc(NC(=O)c3cc4ccccc4o3)ccc12,8,20
CC(C)c1ccc(S(=O)(=O)c2cn(Cc3ccc(F)cc3)c3cc4c(cc3c2=O)OCO4)cc1,1,2
CCCCC(CC)CNC(=O)Cn1c(=S)[nH]c2ncccc2c1=O (stereo not drawn),2,-8
CN(C)CCCNS(=O)(=O)c1ccc(N2CCC(c3ccc(Cl)cc3)=N2)cc1,1,-5
Cn1cc(C(=O)N2CCc3ccccc3C2)c(=O)c2cc(S(=O)(=O)N3CCCCC3)ccc21,2,-7
Cc1ccc(OCCn2cnc3sc(C(N)=O)c(C)c3c2=O)cc1,3,-8
CC(=O)c1ccc(OC(=O)c2cc3ccccc3oc2=O)cc1,2,-8
CCCCN(C)CC(O)Cn1cc(/C=C/C(=O)c2ccc(OCC)cc2)c2ccccc21 (stereo not drawn),-4,-2
O=c1c2cnn(-c3ccc(F)cc3)c2ncn1Cc1ccccn1,2,2
Cc1ccc(/C=N/N(C)C2=NS(=O)(=O)c3ccccc32)o1,2,-1
COC(=O)C/C=C/[C@@H](C)[C@@H](/C=N/OCC[C@@H]1C=C[C@H](OC(C)=O)[C@@H](COC(C)=O)O1)NS(=O)(=O)c1ccc(C)cc1,-4,-4
COC(=O)[C@@H]1CC[C@H](C)[C@@H](c2ccc(C)cc2)N1C(=O)c1ccc(/C=N/O[C@H](C)c2cn([C@@H]3COC[C@H]3O)nn2)cc1,0,-7
CC1CCN(S(=O)(=O)c2ccc3c(c2)c(=O)c(C(=O)NCc2ccccc2Cl)cn3C)CC1,-4,17
CCOc1cc(/C=N/NC(N)=O)ccc1OC(=O)c1ccc(C)cc1,-3,-1
C=CCn1cnnc1SCC(=O)Nc1cccnc1Cl,-3,-3
Cc1cc2nc(-c3cccnc3SCC(=O)NC3CC3)[nH]c2cc1C,0,-7
NC1=NC(c2ccccc2)N=C(Nc2ccccc2)N1 (stereo not drawn),-3,-5
Cc1ccc(SC[C@H](Cc2ccccc2)N2CC[C@@H](NC(=O)OCc3ccccc3)CCC2=O)cc1,-3,-5

# Among those listed so far, 2 contain an NH in an aromatic ring.
SMILES,APOBEC3A inh,APOBEC3G inh
CCCCC(CC)CNC(=O)Cn1c(=S)[nH]c2ncccc2c1=O (stereo not drawn),2,-8
Cc1cc2nc(-c3cccnc3SCC(=O)NC3CC3)[nH]c2cc1C,0,-7

# Among those listed so far, two have fluorine:
SMILES,APOBEC3A inh,APOBEC3G inh
CC(C)c1ccc(S(=O)(=O)c2cn(Cc3ccc(F)cc3)c3cc4c(cc3c2=O)OCO4)cc1,1,2
O=c1c2cnn(-c3ccc(F)cc3)c2ncn1Cc1ccccn1,2,2

# Following part:
SMILES,APOBEC3A inh,APOBEC3G inh
C#CCOCCOCCOCCNc1nc(N2CCN(C(=O)[C@H](Cc3cc4ccccc4[nH]3)n3cc([C@@H](N)C(C)CC)nn3)CC2)nc(N2CCN(C(=O)[C@H](Cc3cc4ccccc4[nH]3)n3cc([C@@H](N)CC(C)C)nn3)CC2)n1 (stereo partly drawn),-5,-6
O=C1c2c(O)cc(O)cc2O[C@H](c2ccc(O)c(O)c2)[C@@H]1O,-3,-6
CN1CCN(CC(=O)Nc2ccc(OCc3ccccc3)cc2)CC1,-3,1
Cn1cc(C(=O)N/N=C/c2cc(Br)cs2)c2ccccc21,2,-5
CCOc1ccc(NC(=O)CCC(=O)n2nc(C)cc2C)cc1,-4,-4
O=[N+]([O-])/C(C(Cl)=C(Cl)Cl)=C(\Nc1ccc(F)cc1)n1cncn1,-4,34
Cc1nn(C)c(C)c1NC(=O)c1cnn2c(C(F)F)cc(-c3ccccc3)nc12,-3,-5
CCOc1ccc(CCNC(=O)c2ccc3c(c2)NC(=O)C2CCCN32)cc1OCC (stereo not drawn),-8,-8
CCOC(=O)c1c(NC(=O)COc2cccc3c2CCN(Cc2ccc(F)cc2)C3=O)sc2c1CCC2,-1,-2
O=S(=O)(Cc1ccccc1)N1CCc2ccccc21,-2,-11
Cc1cc(=O)[nH]c(S)c1C#N,4,-5
CC(C)C(OC(=O)c1oc2ccccc2c1CSC1CCCCC1)C(=O)NC(N)=O (stereo not drawn),-1,-5
COCCCn1c2nc3ccccc3nc2c2c(=O)n(Cc3ccccc3Cl)cnc21,-2,-2
CCOc1ccc(-c2nc(-c3ccccc3C)no2)cc1,-3,-9
O=C(NCCN1C(=O)S/C(=C\c2cccs2)C1=O)[C@H](Cc1ccccc1)N1C(=O)c2ccccc2C1=O,-4,-10
O=C(CN1CCC(NC(=O)c2ccco2)CC1)Nc1ccccc1[N+](=O)[O-],0,0
Cc1cc(C)nc(NS(=O)(=O)c2ccc(NC(=O)CN3C(=O)c4ccccc4C3=O)cc2)n1,0,-1
Oc1c(C=NCc2ccc(F)cc2)[nH]c2ccc(Br)c(Cl)c12,-3,-2
Cc1noc(C)c1C(=O)OCC(=O)Nc1cc(S(=O)(=O)N2CCOCC2)ccc1Cl,-2,-6
Cn1cc(/C=N\NC(=O)C2COc3ccccc3O2)c2ccccc21 (stereo not drawn),-6,-9
O=C(CN1CCC(N2CCCCC2)CC1)N1CCOCC1,-2,-5
COc1ccc(CCn2c(-c3ccccc3)nc3c(c(=O)c4ccccc4n3C)c2=O)cc1,1,-5
CN1C(=O)/C(=C/c2cn(CC(=O)NCc3ccco3)c3ccccc23)NC1=S,8,13
C=CCn1c(=O)/c(=C2/Sc3ccccc3N2CC)s/c1=C1/C(=O)NN=C1C,1,1
CN(C)C1=NC(=O)/C(=C/c2ccc(-c3ccc(S(N)(=O)=O)cc3)o2)S1,-4,-7
Cc1ccc(-c2cc(C(=O)NC3=NCCS3)c3cc(Br)ccc3n2)o1,-1,2
COc1ccc(CN(C)C(C)C(=O)Nc2ccc(S(=O)(=O)N3CCCC3)cc2)c(OC)c1OC (stereo not drawn),1,-4
CC1(C)Cc2c(sc3nc(=S)[nH]c(N)c23)CO1,-5,2
CC(C)c1cc(Nc2cccc(O)c2)cc(C(C)C)c1O,-1,-3
COC(=O)CC1C(=O)NC(C)=C1C(=O)OC (stereo not drawn),0,2
O=C(NCCCO)Nc1ccc2nc(-c3ccco3)c(-c3ccco3)nc2c1,98,91
O=C1NC(Cc2ccccc2)c2nc3cc(F)ccc3c(=O)n2-c2ccccc21 (stereo not drawn),-3,-9
CCn1c(=S)[nH]c2cc(C(=O)O)ccc21,-3,-15
Cc1ccnc(NC(=O)c2ccc(Cl)c(NC(=O)CCc3ccccc3)c2)c1,-2,-3
CC1(C)Cc2c(c(N3CCCC3)[nH]c(=S)c2C#N)CO1,2,-5
CC(C)Cn1c(N)c(C(=O)CSc2cc(Cl)ccc2Cl)c(=O)n(C)c1=O,-4,-2
COc1ccc2nc(NC(=O)c3ccc(-c4cccc([N+](=O)[O-])c4)o3)sc2c1,53*,14
O=C(Nc1nc2ccccc2n1CCN1CCCCC1)c1ccc(Cl)cc1,-6,-6
CCOc1ccc(/C=C2/Sc3ccc(C(=O)N4CCN(C(=O)c5ccco5)CC4)cc3N(C)C2=O)cc1OC,0,-6
CCOc1ccc(NC(=O)c2nn(-c3ccc(OC)cc3OC)c(=O)c3ccccc23)cc1,-4,-9

# Single entries from the list.
# COc1ccc2nc(NC(=O)c3ccc(-c4cccc([N+](=O)[O-])c4)o3)sc2c1 in APOBEC3G inh = 14
# O=C1NC(Cc2ccccc2)c2nc3cc(F)ccc3c(=O)n2-c2ccccc21 (stereo not drawn) in APOBEC3G inh = -9
# CN(C)C1=NC(=O)/C(=C/c2ccc(-c3ccc(S(N)(=O)=O)cc3)o2)S1 in APOBEC3G inh = -7
# COc1ccc(CN(C)C(C)C(=O)Nc2ccc(S(=O)(=O)N3CCCC3)cc2)c(OC)c1OC (stereo not drawn) in APOBEC3A inh = 1
# CC1(C)Cc2c(sc3nc(=S)[nH]c(N)c23)CO1 in APOBEC3G inh = 2
# O=C(Nc1nc2ccccc2n1CCN1CCCCC1)c1ccc(Cl)cc1 in APOBEC3A inh = -6
# COC(=O)CC1C(=O)NC(C)=C1C(=O)OC (stereo not drawn) in APOBEC3A inh = 0

# Following part
SMILES,APOBEC3A inh,APOBEC3G inh
CN1C(=O)c2c(sc3c2CCCC3)NC1c1ccccc1O (stereo not drawn),-3,-5
O=C(Nc1nc2ccccc2s1)Nc1ccc([N+](=O)[O-])cc1Cl,-2,-5
O=c1c(O[C@@H]2O[C@H](CO)[C@@H](O)[C@H](O)[C@H]2O)c(-c2ccc(O)c(O)c2)oc2cc(O)cc(O)c12,2,2
O=C(O)c1cc(N/N=C/c2cccs2)ccc1Cl,18,5
Cc1ccc(C2=NN(CCC(=O)NCCC(C)C)C(=O)CC2)cc1,0,-6
C#CCOCCOCCOCCNc1nc(N2CCN(C(=O)[C@H](CCCCN)n3cc(C(N)CO)nn3)CC2)nc(N2CCN(C(=O)[C@H](CCCCN)n3cc(C(N)COC(=O)C(F)(F)F)nn3)CC2)n1 (stereo partly drawn),-3,-7
O=C1NC(Cc2ccc(O)cc2)c2nc3ccc(Br)cc3c(=O)n2-c2ccc(Cl)cc21 (stereo not drawn),-4,-9
COc1ccccc1Nc1nc(NCCO)c2ccccc2n1,1,-2
CC(C)(C)S(=O)(=O)c1ccc(S(=O)(=O)C(C)(C)C)s1,1,-1
COC/C=C/C1=CC2=CC(=O)C(C)(OC(=O)c3cnc4ccccc4n3)C(=O)C2=CN1C1CCCC1 (stereo not drawn),4,1
O=C(c1ccccc1)c1c[nH]c2cc3c(cc2c1=O)OCO3,-2,-5
O=C(CN(c1ccccc1)S(=O)(=O)c1ccccc1)N/N=C/c1ccc(OC2CSC2)cc1,-1,-6
CCn1c(COc2ccc(OC)cc2)nnc1SCc1nc2ccccc2c(=O)[nH]1,-2,-4
COc1cc(C#N)c(NC(=S)N2CCOCC2)cc1OC,0,-4
O=c1[nH]c(/C=C/c2ccc3c(c2)OCO3)c([N+](=O)[O-])c(=O)[nH]1,0,-7
NC(=O)Cn1cc(C(=O)COc2ccccc2)c2ccccc21,-2,-6
Cn1c(=O)c2c(nc(SCC(=O)c3ccccc3F)n2C)n(C)c1=O,-1,-6
CS(=O)(=O)C1=NSC2=NC(=O)/C(=C\c3ccc(OC(=O)c4ccco4)cc3)C(=N)N21,-2,-3
Cn1c(=O)n(C)c2cc(/C=N/NC(=O)c3ccncc3)ccc21,2,-5
COCCNS(=O)(=O)c1ccc2c(c1)oc(=O)c1cc(S(=O)(=O)NCCOC)ccc12,-16,-1
CCc1ccc(C(=O)N/N=C/c2ccc(Cl)cc2Cl)nc1,-8,-11
COCCNC(=O)c1c(N)sc2c1CCCC2,1,1
CCCNC(=O)OC[C@H]1O[C@H](CCO/N=C(\C)CCN2CCc3nc(-c4ccccc4)c(-c4ccccc4)cc3C2)C=C[C@@H]1Oc1ccc(OC)cc1,-6,-16
O=S1(=O)c2ccccc2N=NN1Cc1ccc(Cl)c(Cl)c1,-1,-4
CCCn1c(=N)c(C#N)cc2c(=O)n3cccc(C)c3nc21,-3,-5
CCOC(=O)C1=C(Cc2ccc(C)cc2)C(=O)c2ccccc2C1=O,0,7
CC1CCCCC1NC1=NCCCS1 (stereo not drawn),1,-11
COc1ccc(N2CCN(CCNC(=O)CCS(=O)(=O)c3cccc4nsnc34)CC2)cc1,2,0
CCc1cc2c(nc1CC)CCN(CC/C(C)=N/O[C@@H](C)c1cc(-c3c(C)cc(C)cc3C)no1)C2,-5,-9
O=C(Nc1c(-c2cccs2)nc2ccccn12)c1ccc2ccccc2c1,-4,-5
Cc1cccc(N/N=C(\C=N\N)C(=O)c2ccc(Br)cc2)c1,-1,0
Cc1c2cnn(CC(=O)N3CCN(c4ncccn4)CC3)c(=O)c2c(C)n1Cc1ccc(F)cc1,3,1
FC(F)(F)c1ccc(CN2C[C@@H]3C(c4ccccc4)C4(c5ccccc5)CC3(C4)[C@H]2c2ccccc2)cc1 (stereo partly drawn),-3,-7
O=C(c1ccc(Br)o1)N1CCc2ccccc21,-1,-18
COc1ccc(Cn2c(S(=O)(=O)CC(N)=O)nc3ccccc32)cc1[N+](=O)[O-],-2,-1
CCCNC(=O)OC[C@H]1O[C@H](CCO/N=C/[C@@H](NS(=O)(=O)c2ccc(C)cc2)[C@H](C)/C=C/CC(=O)OC)C=C[C@@H]1Oc1ccc(OC)cc1,-2,-10
Cc1ccc2cc(CN(Cc3cccs3)C(=O)c3ccco3)c3nnnn3c2c1C,1,-3
CCOc1ccc(NC(=O)c2cc3cc4ccc(C)cc4nc3o2)cc1,-2,-6
Cc1nn(-c2ccccc2)c(Cl)c1C(=O)N(C)c1nc(-c2ccc(F)cc2)cs1,-2,-7
Cc1ccc(C2c3c(oc4ccc(Cl)cc4c3=O)C(=O)N2CCCN2CCOCC2)o1 (stereo not drawn),-3,-12
COc1cc(/C=C2\SC(=Nc3ccc(F)cc3)N(c3ccc(F)cc3)C2=O)ccc1OCC(=O)O,3,-1
C#CCOCCOCCOCCNc1nc(N2CCN(C(=O)[C@H](CCC(=O)O)n3cc(C(N)[C@H](C)CC)nn3)CC2)nc(N2CCN(C(=O)[C@H](Cc3cc4ccccc4[nH]3)n3cc(C(N)[C@H](C)CC)nn3)CC2)n1 (stereo partly drawn),-3,-10

# Reformatted: entries from further up
Molecule: O=C(Nc1c(-c2cccs2)nc2ccccn12)c1ccc2ccccc2c1
  APOBEC3A inh: -4
  APOBEC3G inh: -5
Molecule: Cc1cccc(N/N=C(\C=N\N)C(=O)c2ccc(Br)cc2)c1
  APOBEC3A inh: -1
  APOBEC3G inh: 0

# Bioassay records from PubChem.
